mIAP act – increases mouse intestinal alkaline phosphatase activity. AID 2805. activation factor at 10 µM. muIAP, CDP-Star luminescence, 30 min; active compounds read high; 1 = vehicle-only enzyme signal, 0 = enzyme-free wells. actives 0.24% (n = 330,000);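 active = activation factor of at least 2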; also: the source names both 10 and 20 µM as test concentration; values of inactives mirror those of a sister screen read the other way
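also added = chemiluminescent substrate CDP-Star | test system = mouse IAP enzyme | signal = chemiluminescence readout | compound = DMSO-dissolved test compounds | incubation = 30 min at room temperature | benchmarks = DMSO wells, no-enzyme wells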
hIAP inh – blocks human intestinal alkaline phosphatase | inhibition, % at 10 µM | purified IAP, CDP-Star luminescence, 30 min | actives 0.12% (n = 330,000);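 active = inhibition reaching a set limit with compound at 10 µM in the primary screen, cut at about 35% in these data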;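 also: plate controls were DMSO wells with enzyme for no effect and no-enzyme buffer wells for full effect; values of inactives mirror those of a sister screen read the other way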
ATG4B inh – inhibitors of human ATG4B cysteine protease. Q9Y4P1. ATG4B cleavage of LC3-PLA2, NBD-HPC fluorescence, 1 h. inhibition, % at 8.33 µM. actives 0.51% (n = 340,000); in the data active = inhibition above about 40%
Target sequence (Q9Y4P1 whole entry, looked up): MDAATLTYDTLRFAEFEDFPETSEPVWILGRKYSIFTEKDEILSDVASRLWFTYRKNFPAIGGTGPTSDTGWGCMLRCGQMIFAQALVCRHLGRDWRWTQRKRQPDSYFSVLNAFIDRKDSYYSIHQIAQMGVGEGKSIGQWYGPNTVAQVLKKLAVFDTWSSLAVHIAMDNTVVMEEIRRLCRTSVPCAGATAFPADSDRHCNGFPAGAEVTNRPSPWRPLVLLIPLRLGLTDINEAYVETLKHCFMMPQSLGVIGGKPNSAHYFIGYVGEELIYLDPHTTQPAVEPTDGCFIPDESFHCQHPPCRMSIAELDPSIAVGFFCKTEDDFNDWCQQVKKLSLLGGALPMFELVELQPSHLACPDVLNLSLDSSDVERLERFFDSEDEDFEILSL
APOBEC3A inh – human APOBEC3A DNA deaminase inhibition; AID 493011; recombinant A3A, FAM/TAMRA ssDNA deamination fluorescence; actives 0.41% (n = 330,000); P31941; inhibition, % at 20 µM;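 active = at least 40% inhibition at 20 µM here, with at most 30% in a related deaminase screen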;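 also: plate controls were A3A with DMSO for no effect and wells lacking A3A enzyme for full effect; some results filed as inactive read as strong as hits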
Target sequence (P31941 whole entry, looked up): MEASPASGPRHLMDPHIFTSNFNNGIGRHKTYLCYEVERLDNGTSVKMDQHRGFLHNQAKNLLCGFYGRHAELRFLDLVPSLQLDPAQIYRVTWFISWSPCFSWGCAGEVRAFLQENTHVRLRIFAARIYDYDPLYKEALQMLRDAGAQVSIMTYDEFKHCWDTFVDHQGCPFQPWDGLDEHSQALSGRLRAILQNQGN
APOBEC3G inh – blocks human APOBEC3G single-stranded DNA deamination. Q9HC16. recombinant A3G, ssDNA deamination FAM/TAMRA fluorescence. inhibition, % at 20 µM. actives 0.28% (n = 330,000). AID 493012;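 active = inhibition of at least 40% at 20 µM, with no more than 30% in the related APOBEC3A deaminase screen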;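 also: plate controls were DMSO wells with A3G for no effect and wells lacking A3G enzyme for full effect; some compounds called inactive have numbers as strong as hits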
Target sequence (Q9HC16 whole entry, looked up): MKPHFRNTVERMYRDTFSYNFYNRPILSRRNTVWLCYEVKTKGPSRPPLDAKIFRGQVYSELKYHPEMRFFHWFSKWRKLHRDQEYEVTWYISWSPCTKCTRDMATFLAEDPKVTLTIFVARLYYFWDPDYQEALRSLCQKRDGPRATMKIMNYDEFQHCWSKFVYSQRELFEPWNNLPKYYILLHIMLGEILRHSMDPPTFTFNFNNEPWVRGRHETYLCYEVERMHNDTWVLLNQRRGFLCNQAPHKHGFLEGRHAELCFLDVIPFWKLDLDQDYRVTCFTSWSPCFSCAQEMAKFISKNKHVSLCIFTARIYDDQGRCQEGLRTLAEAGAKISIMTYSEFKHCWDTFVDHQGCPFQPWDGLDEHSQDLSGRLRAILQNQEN
mIAP inh – blocks mouse intestinal alkaline phosphatase; purified mouse IAP, CDP-Star luminescence, 30 min; inhibition, % at 10 µM; actives 0.2% (n = 330,000); AID 2806;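 active = inhibition of at least 40% at 10 µM in the primary screen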;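 also: plate controls were DMSO with enzyme for no effect and no enzyme wells for full effect; values of inactives mirror those of a sister screen read the other way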
beta cell repl – induces beta-cell replication in MIN6 cells; MIN6 cells proliferation, ATPlite luminescence, 48 h; cells starved in 0.2% serum; 100% = growth in 10% serum; proliferation, % at 10 µM; AID 2380; actives 0.29% (n = 330,000);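 active = compounds whose signal lies at least 3.5 SD above the mean of all wells on their plate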;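 also: 0% = DMSO-treated cells in low-serum medium and 100% = 10% serum control; some compounds called inactive have numbers as strong as hits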
MPTP inh – inhibitors of mitochondrial permeability transition pore. actives 1.4% (n = 360,000). inhibition, % at 10 µM. AID 602449. isolated mouse mitochondria, Ca2+ swelling absorbance, 30 min;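 active = inhibition of 50% or more, scaled per plate between neutral and stimulator controls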;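 also: 0% = DMSO wells given calcium and 100% = 1 mM EGTA wells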
hIAP activ – human IAP activation; purified human IAP, CDP-Star luminescence, 30 min; active compounds read high; 1 = vehicle-only enzyme, 0 = enzyme-free background; actives 0.16% (n = 330,000); activation factor at 10 µM; P09923; AID 2524;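 active = activation factor of the enzyme at least 2-fold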; also: the source names both 10 and 20 µM as test concentration; values of inactives mirror those of a sister screen read the other way
Active calls of the source: *; x = not tested or not shown.

Below each compound: mIAP act	hIAP inh	ATG4B inh	APOBEC3A inh	APOBEC3G inh	mIAP inh	beta cell repl	MPTP inh	hIAP activ
Cc1cccc(Nc2nc(N3CCN(C)CC3)nc(N)c2[N+](=O)[O-])c1
  0.97	1	1	-5	-7	3	-2	69*	0.99
Cc1ccc(NC(=O)COC(=O)c2ccc3c(c2)OCCO3)cc1S(=O)(=O)N1CCOCC1
  1.1	-9	-7	-1	-2	-10	-1	1.2	1.1
CC(=O)Nc1cccc(-n2nnc(SCC(=O)Nc3ccc(F)c(Cl)c3)n2)c1
  1.1	2	4	1	-5	-12	-2	6.6	0.98
C#CCOCCOCCOCCNc1nc(N2CCN(C(=O)[C@H]([C@@H](C)O)n3cc(CCCCN)nn3)CC2)nc(N2CCN(C(=O)[C@H](Cc3ccc(O)cc3)n3cc(CCO)nn3)CC2)n1
  1	3	-15	-3	-7	-1	-6	-0.9	0.97
CCN(CC)S(=O)(=O)c1ccc(NC(=O)COC(=O)c2ccc(-n3nc(C)cc3C)cc2)cc1
  0.93	6	-16	2	-1	7	0	-2.0	0.94
CCOc1cc(/C=C2\N=C(C)OC2=O)cc(Cl)c1OCC(=O)OC
  1	-4	7	-5	-10	-1	-1	1.5	1
O=C(Nn1cnnc1)c1ccc(Br)s1
  0.84	5	-6	3	2	16	2	2.7	0.95
COc1ccc(CC(=O)NCc2n[nH]c(=S)n2C)cc1
  0.91	-4	-10	-2	-6	9	-4	-0.3	1
Cc1cc(Br)ccc1SCC(=O)OCC(=O)N1CCN(C(=O)c2ccco2)CC1
  0.96	-11	-19	-13	-5	4	-4	-2.5	1.1
CSc1ncc(C(=O)O)c(C)n1
  1	14	-6	-3	-9	-5	2	-3.5	0.86
COc1cccc(C(=O)Nc2ccc(C(=O)NCC(C)C)cc2)c1
  1	-1	-15	4	1	-2	-2	0.1	1
Cc1ccccc1-n1nnnc1SCC(=O)NNC(=O)c1ccc(NC(=O)CC#N)cc1
  0.99	-24	-11	-2	-8	1	-2	0.0	1.2
O=C(Nc1ccccc1)c1nnn(Cc2ccccc2)c1NC(=O)C(F)(F)F
  0.96	-6	-5	-2	-1	4	-2	89*	1.1
Cc1c(NC(=S)NC(=O)Cc2ccccc2)cccc1C(=O)O
  1	-11	-5	1	-5	-1	-1	0.2	1.1
CC1(C(=O)N(Cc2ccccc2)Cc2ccccc2)CC1(Br)Br (centres undefined)
  1	4	34	-1	-6	-1	0	2.6	0.96
COC(=O)C1=C(C)NC(C)=C(C(=O)OC)C1C(=O)OCc1nnc(-c2ccccc2)o1
  0.96	12	-10	-5	-13	4	1	0.6	0.88
COc1ccc2c(CC(=O)OCC(=O)Nc3cc(C)c(C)cc3[N+](=O)[O-])coc2c1
  0.95	4	7	4	0	5	0	-0.8	0.95
CC(C)c1ccc(NC(=O)c2ccccc2NC(=O)C2CCCCC2C(=O)O)cc1 (centres undefined)
  0.79	-11	-1	0	1	21	-2	-0.1	1.1
Cc1cc(C)nc(Sc2ccc(/C=C(\C#N)C(=O)Nc3ccccc3)o2)n1
  0.85	25	5	5	-1	15	-2	3.1	0.75
CS(=O)(=O)N1CCc2cc(S(=O)(=O)Nc3ccc4oc5c(c4c3)CCCC5)ccc21
  0.92	7	-26	0	-3	8	-5	9.2	0.93
S=C(NCc1cccnc1)Nc1ccc(Cl)cc1Cl
  1	-2	-3	3	-5	-2	-3	-0.8	1
COc1ccccc1N1CCN(C(=O)c2ccc(NC3=NC4CS(=O)(=O)CC4S3)cc2)CC1 (centres undefined)
  1.1	-4	-15	-6	-5	-9	1	-1.4	1
O=C(CSc1nnnn1C1CCCC1)Nc1ccc2c(c1)OCO2
  1.1	-5	-6	-2	-5	-5	5	-1.3	1
CC(C)N(Cc1cnn(C)c1)C(=O)c1ccc(OC2CCN(Cc3ccccn3)CC2)cc1
  1	-19	-5	0	2	-4	-1	-1.0	1.2
O=C(CNC(=O)c1ccccc1F)N/N=C/c1cn[nH]c1-c1ccccc1
  0.99	-15	-7	2	-9	1	0	1.2	1.1
CCCSc1nc(SCC(=O)NCc2ccccc2)c2c3c(sc2n1)COC(C)(CC)C3 (centres undefined)
  1	8	2	-1	-1	-3	-3	12	0.92
COc1cccc(NC(=O)CN2CCN(c3ccccc3F)CC2)c1
  0.99	-15	1	6	8	1	-2	-1.8	1.1
CCOc1cc(C(=O)OCc2cc(=O)n3c(C)csc3n2)ccc1OC
  0.92	0	-2	-4	-7	8	0	-2.1	1
COc1ccc(CC(=O)Nc2c3c(nn2-c2ccccc2C)CS(=O)C3)cc1 (centres undefined)
  0.93	11	-6	2	-4	7	-3	2.5	0.89
COc1ccccc1NS(=O)(=O)c1ccc2oc(SCc3ccc(F)cc3)nc2c1
  0.77	16	9	0	-4	24	-5	6.9	0.84

Three compounds from above, showing only MPTP inh and APOBEC3G inh.
mol | MPTP inh | APOBEC3G inh
COc1ccc2c(CC(=O)OCC(=O)Nc3cc(C)c(C)cc3[N+](=O)[O-])coc2c1 | -0.8 | 0
CC(C)c1ccc(NC(=O)c2ccccc2NC(=O)C2CCCCC2C(=O)O)cc1 (centres undefined) | -0.1 | 1
Cc1cc(C)nc(Sc2ccc(/C=C(\C#N)C(=O)Nc3ccccc3)o2)n1 | 3.1 | -1

Carrying on:
Below each compound: mIAP act	hIAP inh	ATG4B inh	APOBEC3A inh	APOBEC3G inh	mIAP inh	beta cell repl	MPTP inh	hIAP activ
CC(=O)C1=C(C)NC(SCC(N)=O)=C(C#N)C1c1cccnc1 (centres undefined)
  0.84	35	11	3	12	16	3	-2.0	0.65
Cc1cc(C)c(NC(=O)C(C)Sc2nc3ccc(N4C(=O)c5ccccc5C4=O)cc3s2)c(C)c1 (centres undefined)
  1	17	3	4	-2	-3	3	1.1	0.83
Cc1ccc(CCNC(=O)C2CCC(CNc3c(N4CCCC4)c(=O)c3=O)CC2)cc1 (centres undefined)
  1.1	-2	-6	-2	-15	-9	-1	-0.4	1
O=C(Cn1cncc1-c1ccc([N+](=O)[O-])cc1)Nc1ccccc1F
  1.1	-1	3	-3	-6	-9	-3	-0.2	1
O=C(N/N=C/c1c[nH]c2ccccc12)c1ccccc1
  1	-11	0	2	-7	0	-3	0.2	1.1
COc1ccc(CCNC(=O)COC(=O)CCC(=O)c2ccc(F)cc2)cc1
  0.89	1	-12	1	-4	11	-3	0.2	0.99
Cc1cccc(OCC(=O)Nc2ccccc2C(=O)N2CCOCC2)c1
  0.97	1	-8	3	4	3	0	0.5	0.99
C/C(=N/n1cnnc1)c1cccnc1
  0.93	-2	4	-2	-6	7	0	7.8	1
C=CCSc1nnc(NC(=O)c2cccc(S(=O)(=O)N(C)c3ccccc3)c2)s1
  0.94	-42	-10	1	0	6	-3	40	1.4
COc1ccc(C2NC(=S)NC3=C2CCc2cc(OC)ccc23)cc1 (centres undefined)
  0.95	12	-3	-5	-10	4	-6	-2.1	0.89
CCCC(C)NS(=O)(=O)c1ccccc1 (centres undefined)
  1	5	9	-2	-4	-2	-1	-0.7	0.95
CCc1nc2cc([N+](=O)[O-])c([N+](=O)[O-])cc2[nH]1
  0.94	-14	5	-1	-3	6	3	3.6	1.1
CCCn1c(N)c(C(=O)CN(C)CC(=O)Nc2ccccc2C(F)(F)F)c(=O)[nH]c1=O
  1	1	-7	-5	-10	-5	-7	-3.0	0.99
COC(=O)c1c(C)noc1-c1ccc(Cl)cc1
  0.95	0	-9	1	-2	5	-2	0.0	0.99
COc1ccc(Sc2nc(-c3ccccc3)ncc2C(=O)O)cc1
  0.91	-9	1	-2	-3	10	-1	-0.9	1.1
CCOC(=O)c1cc(=O)[nH]c2ccccc12
  0.98	11	1	6	1	2	1	-1.3	0.89
COc1cc2nc(SCc3ccc(Cl)cc3Cl)n(Cc3cccs3)c(=N)c2cc1OC
  1.1	2	-4	0	-2	-12	-6	9.2	0.97
CCCCN(C(=O)c1cc(=O)[nH]c2ccccc12)c1c(N)n(CCCC)c(=O)[nH]c1=O
  0.95	-19	-3	1	-3	5	0	1.4	1.2
CC(NC(=O)CSc1nc2ccccc2c(=O)[nH]1)c1ccccc1 (centres undefined)
  1.1	-9	6	10	-2	-8	-3	2.3	1.1
COC(=O)c1cc(NC2c3ccccc3C(=O)N2CCN2CCOCC2)cc(C(=O)OC)c1 (centres undefined)
  0.99	0	-24	0	1	1	1	-0.2	1
CCOC(=O)c1c(NC(NC(=O)C(C)C)C(Cl)(Cl)Cl)sc2c1CCC2 (centres undefined)
  0.93	-2	5	0	-9	7	0	4.8	1
CCOC(=O)c1oc2nc3c(cc2c1N)COC(C)(C)C3
  1	-3	-2	-1	-1	-3	0	0.5	1
Cn1cnnc1SCC(=O)Nc1ccc2nc(SCc3cccc4ccccc34)sc2c1
  1	-9	-12	-1	-7	-3	-1	0.1	1.1
CC1(C)CC(=O)C=C(OC(=O)c2ccc(Cl)cc2)C1
  1	18	9	-3	-6	0	0	0.5	0.82
CC[C@H](C)[C@@H](C(=O)NCCCCCCCCCCC(=O)N1CCN(C(=O)OC(C)(C)C)CC1)n1cc(CCCCN=C(NC(=O)OC(C)(C)C)NC(=O)OC(C)(C)C)nn1
  2.3*	6	x	-4	-5	-125	-8	x	0.94
O=C(COc1ccc(Cl)cc1)Nc1nnc(C2=COCCO2)o1
  0.94	4	2	0	-4	6	3	-1.4	0.96
CCC(C)NC(=O)CSc1n[nH]c(-c2cc(Cl)ccc2OC)n1 (centres undefined)
  0.93	-3	-2	-2	-13	8	0	-0.1	1
Cc1cc(-c2nnc(SCC(=O)Nc3ccccc3Cl)n2C)no1
  0.99	-1	-4	-1	-7	1	-3	0.4	1
COc1ccc(N2CCN(C(=O)c3cc4c(s3)-c3ccccc3S(=O)(=O)C4)CC2)cc1
  1	4	-3	-4	-9	-2	5	5.3	0.96
Cc1cccc(N2CCN(C(=O)c3cn(C)c(=O)c4c3c3ccccc3n4C)CC2)c1C
  1	-11	-1	3	-1	-1	-6	-5.4	1.1

Record cards, as listed above. Order of values: mIAP act	hIAP inh	ATG4B inh	APOBEC3A inh	APOBEC3G inh	mIAP inh	beta cell repl	MPTP inh	hIAP activ
CCCn1c(N)c(C(=O)CN(C)CC(=O)Nc2ccccc2C(F)(F)F)c(=O)[nH]c1=O is listed with 1	1	-7	-5	-10	-5	-7	-3.0	0.99
CCN(CC)S(=O)(=O)c1ccc(NC(=O)COC(=O)c2ccc(-n3nc(C)cc3C)cc2)cc1 is listed with 0.93	6	-16	2	-1	7	0	-2.0	0.94

Sorted by the number under ATG4B inh (smallest number first): 6 from the list above.
canonical_smiles	mIAP act	hIAP inh	ATG4B inh	APOBEC3A inh	APOBEC3G inh	mIAP inh	MPTP inh	hIAP activ
Cn1cnnc1SCC(=O)Nc1ccc2nc(SCc3cccc4ccccc34)sc2c1	1	-9	-12	-1	-7	-3	0.1	1.1
Cc1cc(-c2nnc(SCC(=O)Nc3ccccc3Cl)n2C)no1	0.99	-1	-4	-1	-7	1	0.4	1
CCCCN(C(=O)c1cc(=O)[nH]c2ccccc12)c1c(N)n(CCCC)c(=O)[nH]c1=O	0.95	-19	-3	1	-3	5	1.4	1.2
CCOC(=O)c1cc(=O)[nH]c2ccccc12	0.98	11	1	6	1	2	-1.3	0.89
CCOC(=O)c1c(NC(NC(=O)C(C)C)C(Cl)(Cl)Cl)sc2c1CCC2 (centres undefined)	0.93	-2	5	0	-9	7	4.8	1
CC(NC(=O)CSc1nc2ccccc2c(=O)[nH]1)c1ccccc1 (centres undefined)	1.1	-9	6	10	-2	-8	2.3	1.1
